ALOX12 inh: inhibitors of human 12S-lipoxygenase ALOX12; P18054; purified 12hLO, xylenol orange hydroperoxide absorbance; Potency, µM (titrated, usually from 108 µM), for inactives: top-dose activity change, negative = inhibition, usual class: inhibitors; hit rate 1.1% among 580,000; active means well fitted inhibition curve with a large enough effect; inconclusive means small, poorly fitted or top-dose-only effect, or another doubt; inactive means no such curve, though single readings can be large or run the other way
Target sequence (P18054 whole entry, looked up): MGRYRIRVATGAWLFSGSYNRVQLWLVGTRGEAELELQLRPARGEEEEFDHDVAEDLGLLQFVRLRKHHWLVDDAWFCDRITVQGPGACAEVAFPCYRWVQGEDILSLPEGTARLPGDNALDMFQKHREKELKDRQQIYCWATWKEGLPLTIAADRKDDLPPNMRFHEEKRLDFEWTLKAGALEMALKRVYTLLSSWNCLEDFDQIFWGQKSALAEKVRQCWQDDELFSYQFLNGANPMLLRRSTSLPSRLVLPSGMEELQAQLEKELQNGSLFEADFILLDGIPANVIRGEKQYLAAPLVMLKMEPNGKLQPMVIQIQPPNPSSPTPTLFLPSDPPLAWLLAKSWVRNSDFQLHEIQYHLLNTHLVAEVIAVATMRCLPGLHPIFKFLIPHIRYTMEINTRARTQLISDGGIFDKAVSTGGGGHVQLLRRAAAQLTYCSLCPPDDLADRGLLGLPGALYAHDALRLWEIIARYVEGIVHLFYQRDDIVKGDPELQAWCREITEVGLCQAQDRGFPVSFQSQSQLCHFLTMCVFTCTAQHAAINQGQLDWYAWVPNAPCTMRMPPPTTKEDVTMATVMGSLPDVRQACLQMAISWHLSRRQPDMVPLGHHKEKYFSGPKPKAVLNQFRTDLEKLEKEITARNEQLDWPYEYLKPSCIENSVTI
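Purified human 12hLO at 150 nM in 25 mM Hepes, 0.01% Triton X-100, pH 7.0, preincubated 15 min at room temperature with compound. Reaction started with 40 uM arachidonic acid, 30 min at room temperature. Hydroperoxide measured by Fe-xylenol orange, 573/405 nm absorbance ratio.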
Active calls of the source: *; ? = inconclusive; [ ] = dose if it differs, or a comment. On the % scale 0 is the no-effect control and ±100 the full control effect; potency means the concentration at half of the fitted maximal effect. An excerpt; count on the stated rates, not on these rows.

ALOX12 inh	smiles
-24.2%	Cn1c(NCc2ccc3c(c2)OCO3)nc2c1c(=O)n(Cc1ccccc1Cl)c(=O)n2C
31.1%[activator][176 µM]	CN(Cc1ccsc1)C1CCOc2ccccc21 (stereo not drawn)
39.8µM*	CCNC(=O)N1CCCC1c1noc(CCC(=O)NCCC(C)C)n1 (stereo not drawn)
12.9%	O=C1CC(c2ccccc2)N(C(=O)C2CC2)CCCN(C(=O)Cc2cccnc2)CCN1 (stereo not drawn)
4.3%	CC(C)Oc1ccc(CN2CCC(CO)(CN3CCCC3)CC2)cc1Cl
?	CC(c1ccccc1)N(C)C(=O)c1nn(C)c(=O)c2ccccc12 (stereo not drawn)
17.9%	Cc1nc2ccc(C(=O)N(C)Cc3ccc(C(N)=O)cc3)cc2nc1C
55.0%[activator][176 µM]	CC[C@H]1CN(S(=O)(=O)c2ccc(OC)cc2)CC[C@H]1CC(=O)NCc1cccnc1
11.1%	Cn1ncc(N2CCCC(CC(=O)NCC3CC3)C2)cc1=O (stereo not drawn)
13.3%	Cc1cc(Cl)ccc1OCC(=O)N1CCOc2ccc(CN3C[C@@H](C)O[C@@H](C)C3)cc2C1
7.5%	CC(C)N(C)CC#CC(O)(c1ccccc1)C1CCCC1 (stereo not drawn)
150.5%[activator]	O=C1NCCCCCCN(Cc2ccncc2)[C@@H]2CN(C(=O)NCc3ccccc3)CC[C@@H]12
-2.5%	COC(=O)[C@@H]1CCCN1Cc1ccc2c(c1)CN(Cc1cccc(Cl)c1)CCO2
?	COc1cc(-c2nnc3n2C(C)(C)Cc2ccccc2-3)cc(OC)c1OC
17.3%	COC(=O)N1CCC2(CC1)C(=NC1CCCC1)NC(=O)N2c1cc(F)cc(F)c1

Part of the list above, set out differently:
| smiles | ALOX12 inh |
| --- | --- |
| CC(C)Oc1ccc(CN2CCC(CO)(CN3CCCC3)CC2)cc1Cl | 4.3% |
| CC[C@H]1CN(S(=O)(=O)c2ccc(OC)cc2)CC[C@H]1CC(=O)NCc1cccnc1 | 55.0%[activator][176 µM] |
| O=C1CC(c2ccccc2)N(C(=O)C2CC2)CCCN(C(=O)Cc2cccnc2)CCN1 (stereo not drawn) | 12.9% |
| Cc1nc2ccc(C(=O)N(C)Cc3ccc(C(N)=O)cc3)cc2nc1C | 17.9% |
| COC(=O)N1CCC2(CC1)C(=NC1CCCC1)NC(=O)N2c1cc(F)cc(F)c1 | 17.3% |
| CC(C)N(C)CC#CC(O)(c1ccccc1)C1CCCC1 (stereo not drawn) | 7.5% |
| O=C1NCCCCCCN(Cc2ccncc2)[C@@H]2CN(C(=O)NCc3ccccc3)CC[C@@H]12 | 150.5%[activator] |

(list continues)
ALOX12 inh	smiles
5.4%[6.33 µM]	COc1ccc(-n2nc3n(c2=O)CCN([S+](=O)([O-])c2cccc(C(F)(F)F)c2)C3)cc1
26.7%	COc1cc(C(=O)N2CCC(Cc3nc(C(C)C)no3)CC2)cc(OC)c1OC
6.7%	CN(CCc1ccccn1)[C@@H]1[C@H](O)[C@H](CO)O[C@@H]1CNS(=O)(=O)c1cccs1
1.1%[6.33 µM]	O=[S+]1([O-])NC2(CCN(Cc3cccs3)CC2)COc2ccccc21
?	CC(C)Nc1nc(-c2ccc(NS(C)(=O)=O)cc2)cs1
20.4%	CCCCn1nc(C(=O)NCc2ccccn2)c2ccccc2c1=O
26.7%	Cc1cc(C)n(-c2cccc(CN(C)C(=O)C3CCC(=O)N(C4CCCC4)C3)c2)n1 (stereo not drawn)
?	Cc1ccc(C(CNC(=O)COc2ccccc2C)N2CCCCCC2)cc1 (stereo not drawn)
-2.5%	CC(c1cc2ccccc2o1)N(C)S(=O)(=O)c1ccccc1 (stereo not drawn)
36.8%[activator]	COc1ccc(NC(=O)N2CCc3c(C(=O)NCCN4CCCCCC4)cccc32)cc1
?	CCCS(=O)(=O)NC[C@@H]1C=C(C)[C@H](Cc2nnc(-c3ccccc3F)o2)C[C@H]1C(C)C
17.8µM*	CC(C)N1CCN(CCN2CC3(CCN(C(=O)CCN)CC3)OC2=O)CC1
-0.3%	Cc1ccc(F)c(C(=O)NC(C)c2cnn(-c3ccccc3)c2C)c1Cl (stereo not drawn)
5.8%	Cc1ccc(CN(c2ccc(C(=O)N3CCCCCC3)cc2)S(C)(=O)=O)cc1
-16.3%	O=C(Cc1ccc(N2CCCC2=O)cc1)N[C@@H](Cc1ccccc1)c1nc2ccccc2[nH]1
20.2%	COCCNC(=O)c1ccc2c(c1)N(C)C(CC(=O)N1CCC(N)CC1)CO2 (stereo not drawn)
1.0%[6.33 µM]	N#CC1CCN(C(=O)C2CCc3nnc(-c4ccc(Cl)cc4Cl)n32)CC1 (stereo not drawn)
?	Cc1cccc(NC(=O)c2ccccc2NC(=O)CSc2nnc(-c3ccncc3)n2C2CC2)c1
-3.5%[176 µM]	O=C1NC2(CCN(C(=O)c3cccnc3)CC2)Oc2ccccc21
35.1%[activator]	Cc1ccc(C2Cn3nnc(C(=O)N4CCC(C(=O)NCc5cccc(Cl)c5)CC4)c3CO2)cc1 (stereo not drawn)
5.5%[6.33 µM]	O=C(c1ccc(C(F)(F)F)cc1)N1CC(Oc2ccc(F)c(F)c2)C1
?	O=C(O)c1ccccc1-c1ncc(-c2ccccc2F)o1
-3.8%	CCCC(=O)Nc1oc2c(C)cccc2c(=O)c1-c1ccc(OC)c(OC)c1
37.6%[activator]	O=C(c1ccccc1)N1CCCC2(CN[S+](=O)([O-])c3ccccc3N2)C1 (stereo not drawn)
97.1%[activator]	O=C(OCc1ccc(F)cc1Cl)c1ccc(C2Nc3ccccc3S(=O)(=O)N2)cc1 (stereo not drawn)
6.8%	COCCn1ncc(N2CCC(NC(=O)c3ccc(C(C)C)cc3)CC2)cc1=O
1.2%	CCOc1cc(=O)n2c(c1C(=O)Nc1cccc(SC)c1)CCCC2
-2.3%	O=C(O)CCCNC(=O)c1cc(-c2ccccc2)nc2ccccc12
70.5%[activator]	Cc1cc(OC2CN([S+](=O)([O-])c3ccc(C(F)(F)F)cc3)C2)ccc1F
?	CCC(CNC(=O)Cn1cnc2c1c(=O)n(C)c(=O)n2C)c1ccccc1 (stereo not drawn)
-6.9%[176 µM]	COCC(=O)Nc1nc2c(s1)C[C@]1(C)CC[C@@H]3[C@H](OC(=O)[C@H]3C)[C@H]1[C@@H]2C
8.4%	O=C(NCc1ccc(Br)cc1)c1nnn2c1COC(c1ccc(Cl)cc1)C2 (stereo not drawn)
8.8%	CC1=C(C(N)=O)C(c2ccccc2Cl)n2nc(-c3ccc(O)cc3)nc2N1 (stereo not drawn)
43.2%[activator]	O=C(c1ccc(-c2ccc(N3CCSCC3)nc2)cc1)N1CCOCC1
-28.6%	O=C1CCC[C@H]2[C@@H](Cc3ccccc3)[C@@H](NS(=O)(=O)c3ccc([N+](=O)[O-])cc3)CC[C@]23CCCN13
36.6%[activator][365 µM]	c1cnc2c(c1)ncn2C1CC1
6.8%	Cn1c(COc2ccc(Cl)cc2)nnc1SCC(=O)c1ccc[nH]1
40.6%[activator]	COCCNC(=O)[C@@H]1C[C@H](Oc2cccnc2)CN1C(=O)C1(C)CCCCC1
8.1%	CC1CCN(S(=O)(=O)c2ccc(-c3nc(C#N)c(NCCN4CCOCC4)o3)cc2)CC1
-13.9%	COc1cc(OC)cc(-c2onc(C)c2C(=O)NCCC(c2ccccc2)c2ccccc2)c1
-14.8%	COc1cc(C)sc1C(=O)N1CCOCC1CC(=O)NCc1cccnc1 (stereo not drawn)
21.9%	CCCN1CCN(C(=O)c2cnn(-c3ncc4c(n3)-c3ccccc3CCC4)c2COC)CC1
49.9%[activator][176 µM]	O=C1N2CCCC2CN1C1CCN(Cc2ccccn2)CC1 (stereo not drawn)
29.7%[176 µM]	CCCNC(=O)[C@@H]1Cc2c[nH]c3cccc(c23)[C@H](CC(C)C)N1
4.9%	Cc1noc(C2CC3(CCN(C(=O)c4ocnc4C)CC3)CN2C)n1 (stereo not drawn)
8.6%	COCCNC(=O)[C@@H](C)C1CC[C@@]2(C)Cc3sc(NC(=O)CN(C)C)nc3[C@@H](C)[C@@H]2[C@H]1O (stereo partly drawn)
62.7%[activator]	CCCN(CC(=O)Nc1ccccc1OC)C(=O)c1cc(=O)c2ccccc2o1
12.5%	CCOC(=O)/C=C/[C@H](C)NC(=O)C(F)(F)F
12.3%	O=C(C1CCCCC1)N1CCc2nn(Cc3ccccc3)c(=O)n2CC1
0.7%	CC(C)COc1ccc(CN)cc1
39.9%[activator]	CN(CCOc1ccccc1)Cc1nc(N)nc(N(C)C)n1
18.8%	Cn1cc(CC(=O)NC(C(N)=O)c2ccccc2)c2ccccc21 (stereo not drawn)
15.9%[176 µM]	CN1C[C@H](NCc2ccc(C(F)(F)F)cc2)CCC[C@@H](C(=O)NC2CC2)CC1=O
38.5%[activator]	Cc1ccc(-c2[nH]ncc2CN2C[C@@H](Oc3ccccc3)C[C@@H]2C(=O)N2CCOCC2)cc1
-22.3%	O=c1cc(CN2CCCCC2)c2cc(O)c(-c3ccccc3)cc2o1
10.0%	COCc1c(C(=O)N2CC(F)(F)C[C@H]2c2nc(C)no2)noc1C
3.0%	Cc1nnc2n1CCC(NC(=O)Cc1cccs1)CC2 (stereo not drawn)
1.6%	Cc1cccc(/C=C(/C#N)c2ccc(C(F)(F)F)cn2)c1
?	N#Cc1ccccc1OCc1csc(-c2ccccc2)n1
-24.6%	CC(C)(C)C(=O)N1CCC(C(=O)N2CCN(c3ccccc3F)CC2)CC1

Next section:
ALOX12 inh	smiles
5.7%	Cc1ccc(OCCC2CCN(C(=O)C(C)C)C2)cc1 (stereo not drawn)
37.3%	O=C(c1ccc(F)cc1)N1CC(Oc2ccc(-c3nc(-c4ccccc4)no3)cc2)C1
28.2µM*	S=C(NCCSc1ccc(Cl)cc1)NC1CCCC1
-0.5%	CCCOC(=O)c1ccc(Oc2c(C)oc3cc(OC(=O)C(C)C)ccc3c2=O)cc1
-21.2%	CN(Cc1ccco1)C(=O)c1cc(NC(=O)C2CCC2)c2c(c1)nc(-c1ccncc1)n2C
-0.6%	CCC(=O)NC(C)c1ccc(OC)cc1 (stereo not drawn)
31.7%	O=C(NCc1nnc2ccc(-c3ccc(Cl)cc3)nn12)c1ccc(F)c(F)c1
27.8%	Cc1ccc(C)c(C(=O)/C=C\N(C)C)c1
4.6%	O=C(NCc1ccc(Cl)cc1)C1CCCN(c2cnn(Cc3ccccc3)c(=O)c2)C1 (stereo not drawn)
3.2%	CC(C)C(=O)Nc1ccc2[nH]cc(C(C(=O)O)N3CCCCC3)c2c1 (stereo not drawn)
50.8%[activator]	COc1ccc(CNc2ncncc2-c2nc(-c3ccccc3)no2)cc1
-27.4%	Cc1ccc2[nH]c(C(=O)NC(C)c3cccc(F)c3)cc2c1 (stereo not drawn)
16.9%	COc1cc(CN2CCC3(CC2)CC(O)CCO3)ccc1F (stereo not drawn)
1.9%	O=C(CCC1CCN(c2cc(NC3CC3)ncn2)CC1)NCC1CC1
-58.8%	O=Cc1c(Br)cc(Br)c(O)c1Br
25.2%	CC(NC(=O)c1ccc(OC2CCN(S(=O)(=O)N(C)C)CC2)cc1)c1cccs1 (stereo not drawn)
-18.1%	CCOc1cccc(CNC2CCCCC2)c1
-0.3%	CCCc1nc2ccccc2c(C(=O)OCC(=O)NCC(F)(F)F)c1CC
?	Cc1cccc(OCCC(=O)NC(C)c2ccc(F)cc2)c1 (stereo not drawn)
5.9%	COCCN1C(=O)c2cccn2CC1CNC(=O)Cn1nc(C(F)(F)F)cc1C (stereo not drawn)
4.1%	C[C@@H]1C=CCCO[C@]12C(=O)N(CC1CC1)c1cccc(Br)c12
-6.3%	O=C(Nc1nccs1)c1csc(NC2CC2)n1
22.6%	CC(C)Oc1ccc(C(=O)N2CCC3(CC2)C(=O)N(C)c2ccccc23)cc1
13.1%	Cc1ccc(C(=O)Nc2cnn(-c3ccc(C(=O)N(C)Cc4n[nH]c5c4CCCC5)cc3)c2)c(C)c1
44.5%[activator][176 µM]	Cc1csc(NC(=O)c2nc3c(o2)CCN(Cc2ccccc2F)CC3)n1
14.8%	N#Cc1ccc(CN2C[C@@H](CO)[C@H](c3ccccn3)C2)cc1
40.1%[activator][176 µM]	CCCN[C@H]1C[C@@H](Cc2cc(COc3ccccc3)on2)C1(C)C
33.6%[activator]	Cc1ccsc1CN(C)CC(=O)NC(=O)NCc1ccccc1
11.2%	COc1ccc(C(=O)N2CCC3(CC2)N(C)C(=O)CS3(=O)=O)cc1OC
60.4%[activator]	CC(=O)c1cccc(NC(=O)Nc2cccc(Br)c2)c1

Grouped by structure: those above containing a furan ring, fused or not
ALOX12 inh	smiles
-2.5%	CC(c1cc2ccccc2o1)N(C)S(=O)(=O)c1ccccc1 (stereo not drawn)
-21.2%	CN(Cc1ccco1)C(=O)c1cc(NC(=O)C2CCC2)c2c(c1)nc(-c1ccncc1)n2C

Back to the main list, repeating the three entries before the break.
ALOX12 inh	smiles
33.6%[activator]	Cc1ccsc1CN(C)CC(=O)NC(=O)NCc1ccccc1
11.2%	COc1ccc(C(=O)N2CCC3(CC2)N(C)C(=O)CS3(=O)=O)cc1OC
60.4%[activator]	CC(=O)c1cccc(NC(=O)Nc2cccc(Br)c2)c1
-28.6%	Cc1ccc(CNC(C)CN2CCCCC2)cc1 (stereo not drawn)
?	COc1ccc(CNc2cc3c(cn2)CN(C)CCN3C)cc1OC
44.0%[activator][176 µM]	Cn1ccc2c(C(=O)NCCc3cnc[nH]3)nc(-c3cccc(CO)c3)cc21
?	Cc1ccc(CNC(=O)c2cccc(-c3cnc4ccccc4c3)c2)cc1
38.8%[activator]	COc1ccc(CCC(=O)N2[C@@H]3CC[C@H]2CC(NC(=O)c2ccc(F)cc2)C3)cc1 (stereo partly drawn)
10.5%	Cc1noc([C@@H]2CN(Cc3cccc(F)c3F)C[C@H]2CO)n1
-22.3%	Cc1ccc(CNC(=O)Cn2c(C)cc3ccccc32)cc1
2.1%	O=C(Nc1ccc(N2CCCC2=O)cc1)c1nn(-c2ccccc2)c(=O)c2ccccc12
16.1%	COCCNC(=O)[C@H]1C[C@H](Oc2ccccc2)CN1S(=O)(=O)c1cccc(OC)c1
23.0%	O=C(CN1CCCC1=O)N1CCc2ncnc(N3CCOCC3)c2CC1
